# Tau FP inhib: qHTS for Inhibitors of Tau Fibril Formation, Fluorescence Polarization; Potency, µM (doses to about 57.7 µM), for inactives: at the highest dose activity, negative = inhibition, hits mostly inhibitors; K18 P301L tau heparin fibrillization, Alexa594 FP, 6 h; 0.39% of 280,000 active; Microtubule-associated protein tau (Homo sapiens), P10636; AID 1468, 2008; further: nearly all actives have a fitted effect of over 55% in size
# Target sequence (P10636 561-689 P618L limits assumed): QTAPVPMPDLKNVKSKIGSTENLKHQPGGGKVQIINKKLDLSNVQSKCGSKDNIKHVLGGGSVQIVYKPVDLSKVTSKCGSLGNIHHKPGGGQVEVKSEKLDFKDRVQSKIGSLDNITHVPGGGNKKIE
#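 K18 P301L tau (15 uM unlabeled/0.24 uM Alexa 594-labeled, final) + compound + heparin 20 uM final; 100 mM NaOAc pH 7; 6 hr 37 C; ThT 30 uM final added, 1 hr RT; FP ex 555/em 632 nm.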
# TexasRed fluor: Total Fluorescence Counterscreen for Inhibitors of the Interaction of Thyroid Hormone Receptor and Steroid Receptor Coregulator 2; AID 1479, 2009; Potency, µM (series often up to 106 µM), for the others: at the top dose fluorescence change, negative = quenching; TRb/SRC2 Texas Red total fluorescence interference; 0.29% of 280,000 active; active means well fitted curve in either direction with a large enough effect; inconclusive means small, poorly fitted or top-dose-only effect
#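 Human TRb ligand-binding domain at 0.6 uM with 20 nM Texas Red SRC2 peptide in Tris buffer containing 1 uM T3 and 5% DMSO, incubated with compound 5 h at ambient temperature. Total fluorescence (555/632 nm) calculated as parallel + 2 × perpendicular.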
# GoLoco inh red: qHTS Assay for Inhibitors of RGS12 GoLoco Motif Activity (Red Fluorophore) | Guanine nucleotide-binding protein G(i) subunit alpha-1 (Homo sapiens), P63096 | Gai1:RGS12 GoLoco peptide FP, rhodamine, 10 min | Potency, µM (doses to about 61.6 µM), for inactives: top-dose activity, negative = inhibition, most hits filed as inhibitors | 0.44% of 230,000 active; active means well fitted inhibition curve with a large enough effect, not every such curve was filed as active; inactive means no such curve, though single readings can be large or run the other way; further: nearly all actives have a fitted effect of over 30% in size; many of its hits are not listed in these tables
# Target sequence (P63096 whole entry, looked up): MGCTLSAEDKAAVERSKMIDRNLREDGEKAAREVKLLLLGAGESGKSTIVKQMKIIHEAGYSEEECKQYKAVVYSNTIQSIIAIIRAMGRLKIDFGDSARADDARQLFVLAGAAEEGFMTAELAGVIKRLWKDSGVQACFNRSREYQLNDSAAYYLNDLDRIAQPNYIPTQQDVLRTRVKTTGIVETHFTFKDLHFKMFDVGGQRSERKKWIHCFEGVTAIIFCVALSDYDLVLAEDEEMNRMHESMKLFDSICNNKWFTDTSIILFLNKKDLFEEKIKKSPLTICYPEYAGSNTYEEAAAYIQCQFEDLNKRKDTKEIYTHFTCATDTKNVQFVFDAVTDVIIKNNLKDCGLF
# TRb-SRC2 inh: qHTS for Inhibitors of the Interaction of Thyroid Hormone Receptor and Steroid Receptor Coregulator 2. TRbeta-SRC2 peptide binding, fluorescence polarization; receptor liganded with 1 µM T3. Potency, µM (top dose mostly 106 µM), for the others: at the highest dose activity change, negative = inhibition, usual class: inhibitors. 0.065% of 280,000 active;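 further: plate controls were bound peptide for no effect and peptide without receptor for full effect; nearly all actives have a fitted effect of over 50% in size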
#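 Compounds were added to 0.6 uM TRb ligand-binding domain and 20 nM Texas Red-labeled SRC2 peptide in Tris buffer containing 1 uM T3, incubated 5 hr at ambient temperature, then read by fluorescence polarization.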
# KDM4E inh: qHTS Assay for Inhibitors of Human Jumonji Domain Containing 2E (JMJD2E); Lysine-specific demethylase 4E (Homo sapiens), B2RXH2; JMJD2E catalytic domain, FDH-coupled NADH fluorescence (FDH is formaldehyde dehydrogenase); Potency, µM (series often up to 57.1 µM), for inactives: at the highest dose activity change, negative = inhibition, most hits filed as inhibitors; 1.6% of 230,000 active; AID 2147, 2009; active means well fitted inhibition curve with a large enough effect, not every such curve was filed as active; inconclusive means small, poorly fitted or top-dose-only effect, or another doubt; inactive means no such curve, though single readings can be large or run the other way;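 further: 0% = wells with enzyme and -100% = buffer wells without enzyme; nearly all actives have a fitted effect of over 50% in size; many of its hits are not listed in these tables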
# Target sequence (B2RXH2 1-337 limits assumed): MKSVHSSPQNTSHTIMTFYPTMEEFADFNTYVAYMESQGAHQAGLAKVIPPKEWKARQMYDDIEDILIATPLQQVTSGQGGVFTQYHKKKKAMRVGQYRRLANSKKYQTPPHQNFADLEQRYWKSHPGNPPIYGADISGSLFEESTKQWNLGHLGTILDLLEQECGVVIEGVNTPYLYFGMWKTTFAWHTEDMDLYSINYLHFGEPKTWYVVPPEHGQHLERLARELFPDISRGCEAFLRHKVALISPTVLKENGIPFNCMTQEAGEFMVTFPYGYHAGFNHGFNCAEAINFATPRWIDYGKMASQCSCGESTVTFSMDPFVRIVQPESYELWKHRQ
# RECQ1 inh: qHTS Assay for Inhibitors of RecQ-Like Dna Helicase 1 (RECQ1); RECQ1 DNA unwinding, red fluorescence kinetic read; Potency, µM (doses to about 57.3 µM), for the others: top-dose activity, negative = inhibition, hits mostly inhibitors; 0.54% of 240,000 active;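 further: plate controls were vehicle for no effect and no enzyme for full effect; nearly all actives have a fitted effect of over 30% in size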
#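 50 nM RECQ1T1 preincubated 15 min with compound in Tris pH 8.0 buffer with MgCl2, DTT, Tween-20 and 2.5 ug/ml poly(dI-dC); started with 200 nM TAMRA/BHQ-2 forked duplex and 2 mM ATP. Unwinding read as fluorescence (525/598 nm), two reads 2 h apart.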
# L3MBTL1 inh: qHTS Assay for the Inhibitors of L3MBTL1; Lethal(3)malignant brain tumor-like protein 1 (Homo sapiens), Q9Y468; 0.66% of 230,000 active; Potency, µM (series often up to 57.1 µM), inactives show at the highest dose activity, negative = inhibition, actives largely listed as inhibitors; AlphaScreen L3MBTL1–H3K9me1 peptide binding; further: nearly all actives have a fitted effect of over 60% in size
#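 L3MBTL1 (50 nM) pre-complexed 30 min with biotinylated H3(1-15)K9me1 peptide (75 nM), then compounds added for 30 min at room temperature; AlphaScreen streptavidin donor/nickel chelate acceptor beads (10 ug/mL final) read after 30 min dark incubation.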
# Tau fibril ThT: qHTS for Inhibitors of Tau Fibril Formation, Thioflavin T Binding. 2.1% of 270,000 active. Potency, µM (highest dose often 57.4 µM), for inactives: at the top dose activity, negative = inhibition, most hits filed as inhibitors. AID 1460, 2008. Microtubule-associated protein tau (Homo sapiens), P10636. recombinant tau K18 P301L (four-repeat tau fragment), heparin-induced fibrillization, ThT fluorescence; further: nearly all actives have a fitted effect of over 55% in size
#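 K18 P301L tau (15 uM + 0.24 uM Alexa 594-tagged), heparin 20 uM, NaOAc pH 7, 6 h 37 C; ThT 30 uM, 1 h RT, ex 450/em 510 nm.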
# Active calls of the source: *; i = inactive; ? = inconclusive; / = not tested or not shown; & = joins results of further samples; [ ] = another dose, or the depositor's remark. Unless noted, the call rests on the fitted dose curve; in most records, active means well fitted curve in the direction sought with a large enough effect; inconclusive means small, poorly fitted or top-dose-only effect, or another doubt; inactive means no such curve, though single readings can be large; an effect the other way counts as inactive or inconclusive. Unless noted, on the % scale 0 is the no-effect control and ±100 the full control effect; potency means the concentration at half of the fitted maximal effect.
canonical_smiles	RECQ1 inh	KDM4E inh	GoLoco inh red	TexasRed fluor	L3MBTL1 inh	Tau FP inhib	TRb-SRC2 inh	Tau fibril ThT
O=C(Cn1cc(C(=O)C(F)(F)F)c2ccccc21)N1CCCCCC1	/	/	/	-1%	/	-2%	-6%	-2%
COc1ccccc1NC(=S)N1CCN(Cc2ccccc2)CC1	i	7%	9%	3%	-2%	-5%	-2%	4%
CCCCSc1nc(C)c(CC(=O)O)c(=O)[nH]1	-6%	0%	5%	-9%	4%	6%	0%	-4%
CCOc1ccccc1NC(=O)CSc1c2c(nc3ccc(Cl)cc13)CCCC2	/	/	/	-1%	/	4%	-6%	?
CCN(CC)CCCNC(=S)N(Cc1cccnc1)Cc1cc2cccc(C)c2[nH]c1=O	0%	?	4%	-4%	-4%	-1%	-5%	-14%
COC(=O)c1cnn2c(C(F)(F)F)cc(-c3ccco3)nc12	-3%	?	12%	-6%	-6%	7%	-11%	-16%
CC(C)(C)c1ccc(NNC(=O)C2CCC2)cc1	-4%	3%	4%	0%	1%	-5%	2%	-13%
COc1ccc([C@@H]2C[C@@H](c3ccccc3)Oc3cc(OC)cc(OC)c32)cc1	23%	-10%	-2%	-1%	/	-15%	2%	-5%
Cc1[nH]nc(N)c1-c1ccc(Cl)cc1	-7%	-11%	12%	-2%	0%	0%	-2%	-1%
N/C(=N\OC(=O)COc1ccccc1)c1cccnc1	-4%	4%	7%	-7%	27%	-4%	-3%	?
Cc1cc(C)nc(N2CCCC(C(=O)NCc3ccc4c(c3)OCO4)C2)n1 (stereo unspecified)	i	-3%	3%	0%	49%[activator]	4%	-2%	7%
O=C1CCCN1CCCNS(=O)(=O)c1cccc(F)c1	-17%	0%	13%	0%	9%	2%	-3%	4%
Cc1cc(NC(=O)CCC(=O)N(Cc2cccs2)C(C(=O)NC2CCCC2)c2ccccc2)no1 (stereo unspecified)	0%	-9%	6%	-3%	-4%	10%	-5%	14%
CCOC(=O)c1cnc2c(cnn2CC)c1NN=C(C)C	-13%&-2%	?	-21%&5%	-2%&-2%	/	-2%&-2%	-3%&-13%	?
Cc1sc2c(=O)n3c(nc2c1C(=O)NC1CCCCC1)CCCCC3	i	-1%	-1%	-1%	1%	-4%	-6%	-13%

# Record cards (already shown).
# `O=C1CCCN1CCCNS(=O)(=O)c1cccc(F)c1` is listed as RECQ1 inh = -17%; KDM4E inh = 0%; GoLoco inh red = 13%; TexasRed fluor = 0%; L3MBTL1 inh = 9%; Tau FP inhib = 2%; TRb-SRC2 inh = -3%; Tau fibril ThT = 4%
# `COc1ccccc1NC(=S)N1CCN(Cc2ccccc2)CC1` is listed as RECQ1 inh = i; KDM4E inh = 7%; GoLoco inh red = 9%; TexasRed fluor = 3%; L3MBTL1 inh = -2%; Tau FP inhib = -5%; TRb-SRC2 inh = -2%; Tau fibril ThT = 4%

# Next section:
canonical_smiles	RECQ1 inh	KDM4E inh	GoLoco inh red	TexasRed fluor	L3MBTL1 inh	Tau FP inhib	TRb-SRC2 inh	Tau fibril ThT
O=C(CN1C(=O)COc2ccccc21)NCCC1=CCCCC1	-5%	8%	5%	-2%	-1%	-1%	-4%	-9%
Cc1ccccc1Nc1nnc(SCc2cc([N+](=O)[O-])cc3c2OCOC3)s1	i	?	22%	1%	/	7%	-14%	-6%
Cc1cccc(C(=O)OCC(=O)Nc2sc3c(c2C#N)CCC3)c1	-6%	8%	11%	0%	-2%	?	5%	-3%
Cc1nn2c(=O)cc(COC(=O)c3ccccc3NC(=O)C(C)C)nc2s1	/	/	/	0%	/	-3%	8%	?
c1ccc(-c2nc(N3CCN(c4ccccc4)CC3)nc(-n3ccnc3)n2)cc1	i	4%	/	1%	-5%	-1%	2%	?
CCCCOc1ccc(C(=O)NN2CCN(C)CC2)cc1	-1%	5%	4%	-1%	2%	7%	2%	0%
COc1cc(-c2nnc(SCC(=O)N3c4ccccc4Sc4ccccc43)o2)cc(OC)c1OC	i	4%	2%	-6%	-4%	5%	-3%	-11%
CC(C)CNc1nc(=S)nc(N(C)C)[nH]1	9%	4%	12%	1%	-1%	3%	-11%	?
O=C1CN(C(=O)CSc2nnc(Nc3ccccc3)s2)c2ccccc2N1	7%	-8%	54%[activator]	-2%	-3%	7%	-5%	-11%
O=S(=O)(c1ccccc1)N1CCN(CC2CC3C=CC2C3)CC1 (stereo unspecified)	i	?	8%	-1%	0%	0%	-3%	2%
CC1(C)N([O-])C(c2cccs2)=C[N+]1=O	-5%	-1%	-2%	-1%	3%	-3%	-3%	-10%
Cc1cc(=O)oc2cc(OCCCN3C(=O)c4ccccc4C3=O)ccc12	-14%	-22%	-2%	0%	?	-2%	-6%	?
CC(C)(C)NC[C@@H](O)COc1ccccc1C1CCCC1	i	5%[25.5 µM]	-5%[21.6 µM]	-2%[53 µM]	/	/	9%[53 µM]	/
COc1ccc(-n2nnnc2SCC(=O)NC(=O)Nc2ccc3c(c2)OCCO3)cc1	-11%	9%	9%	-4%	/	0%	-8%	?
COc1ccccc1N1CCN(C(=O)c2ccc3c(c2)N(Cc2cc(C)ccc2C)C(=O)c2ccccc2S3(=O)=O)CC1	/	/	/	-2%	/	6%	3%	-1%
O=C(CSc1nnc(COc2cccc3cccnc23)o1)N1CCCC1	-7%	?	10%	-2%	2%	11%	0%	-13%
O=C(Nc1ccc(N2CCOCC2)cc1)c1ccc(S(=O)(=O)NCc2ccco2)cc1	-3%	-2%	14%	-2%	-14%	15%	4%	?
NNC(=O)c1ccc(Cn2cc(Br)cn2)o1	-1%	14%	8%	-5%	-1%	4%	6%	3%
COCCN1C=C(C(=O)OC)C(c2ccccc2C(F)(F)F)C(C(=O)OC)=C1	-15%	?	6%	-2%	7%	-8%	3%	-2%
FC(F)(F)c1cc(C(F)(F)F)n2nc(-c3sccc3-n3cccc3)cc2n1	-1%	-1%	-4%	-1%	-4%	-4%	-13%	-5%
Fc1ccc(-c2nc(Nc3cccc(C(F)(F)F)c3)nc3c2COc2ccccc2-3)cc1	/	/	/	-1%	/	?	1%	?
COc1ccc(CNC(=O)Cn2nc(Cc3cccnc3)c3ccccc3c2=O)cc1	-8%	6%	6%	-2%	/	5%	-16%	-5%
COc1cc2c(cc1OC)C(C)N(C(=O)c1c(C)noc1C)CC2 (stereo unspecified)	-6%	6%	1%	-1%	7%	3%	-1%	0%
Cc1cc(=O)n2[nH]c(-c3ccsc3-n3c(C)ccc3C)cc2n1	8.9µM*	?	32%[activator]	-12%	/	?	-1%	/
CC(=O)c1c(C)[nH]c(C(=O)COC(=O)CCCOc2ccccc2)c1C	-8%	0%	2%	0%	-16%	5%	-9%	-14%
Cc1ccc(C)c(N2CCN(C(=O)C3CCN(c4nc5ccc(C)cc5[nH]4)CC3)CC2)c1	/	/	/	-1%	/	4%	2%	?
Cc1ccc(-n2c(C)cc(C(=O)COc3cccnc3[N+](=O)[O-])c2C)cc1	-4%	-15%	2%	-11%	-12%	10%	1%	?
O=C(Nc1cccnc1Oc1ccc(Cl)cc1)c1cccc2ccccc12	-11%	?	5%	-2%	5%	-5%	-10%	-8%
O=C(Oc1ccccc1[N+](=O)[O-])c1cccnc1	12%	1%	10%	-1%	2%	13%	-2%	?
C/C(=C\C(=O)c1ccc(Cl)s1)N(C)C	-8%	5%	18%	0%	-2%	-3%	-2%	-8%
Cc1cccc(-c2noc(CN(C(C)C)S(=O)(=O)c3ccc(F)cc3)n2)c1	0%	-5%	-8%	-8%	/	0%	4%	-8%
COC(=O)C1(C(O)C(=O)c2ccc(C)cc2C)CCCCC1 (stereo unspecified)	3%	1%	-4%	-3%	7%	-1%	6%	-6%
Cc1c(C(=O)Nc2ccccc2Cl)oc2ccc(S(=O)(=O)N3CCC4(CC3)OCCO4)cc12	-9%	?	-11%	-4%	2%	-7%	-3%	0%
Clc1cccc(-c2nnc(SCc3nc4ccccc4[nH]3)n2Cc2ccco2)c1	i	-3%	14%	-2%	-12%	-4%	-3%	?
NC(=O)c1ccc(NCC2COc3ccccc3O2)c([N+](=O)[O-])c1 (stereo unspecified)	13%	0%	6%	-2%	-1%	-2%	-1%	?
CCNc1nc(NCC)n2c(SCc3nc4ccccc4c(=O)[nH]3)nnc2n1	0%	-1%	2%	2%	8%	4%	1%	-1%
COc1ccc(Cl)cc1NC(=O)CN1C(=O)COc2ccc(S(=O)(=O)NC3CCCC3)cc21	/	/	/	5%	/	-1%	3%	6%
Cc1cc(C)cc(Oc2ncnc3c2ncn3Cc2c(Cl)cccc2Cl)c1	?	-2%	4%	-2%	/	1%	-8%	-14%
Brc1ccc(-c2cn3cc(Cc4ccccc4)sc3n2)cc1	/	/	/	2%	/	-14%	12%	?
Cn1c(Cn2cnc([N+](=O)[O-])n2)nnc1SCC(=O)Nc1ccccc1	11%	-2%	3%	0%	3%	-10%	-9%	-3%
COc1cc(C(=O)Nc2ccccc2C2COC(=O)C2=N)cc(OC)c1OC (stereo unspecified)	-4%	0%	3%	-5%	0%	-1%	3%	3%
CCOc1ccc2[nH]cc(S(=O)(=O)c3ccc(F)cc3)c(=O)c2c1	i	?	3%	-1%	/	-5%	0%	-7%
Cc1cccc(NC(=O)CSc2nnc(-c3ccco3)c(-c3ccco3)n2)c1	-20%	-19%	-4%	-2%[53 µM]	?	?	2%[53 µM]	14µM*

# Bioassay records: PubChem BioAssay, National Center for Advancing Translational Sciences (NCATS)

# Not all compounds are listed, so the mix of outcomes need not match the whole.
